UHRF1 MBD2 ctr: UHRF1 methylated DNA binding inhibitors, primary screen, counter-screen for MBD2 inhibitor project, biochemical, TR-FRET, human UHRF1, single concentration | E3 ubiquitin-protein ligase UHRF1 (Homo sapiens), Q96T88 | UHRF1 binding to methylated oligo | inhibition, % at 4.4 µM | 0.75% of 370,000 active; in the data active = inhibition above about 21%;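 also: UHRF1 SRA domain binding a hemimethylated CpG hairpin DNA probe; 0% = median of test compound wells and 100% = reference inhibitor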
mABHD4 FP: ABHD4 inhibitors, primary screen, biochemical, fluorescence polarization, mouse; (Lyso)-N-acylphosphatidylethanolamine lipase (Mus musculus), Q8VD66; purified mABHD4, FP-Rh probe fluorescence polarization; inhibition, % at 8.92 µM; 0.54% of 370,000 active; AID 720543, 2013;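 active = inhibition exceeding the mean over every tested compound plus 3 SD, cut at about 30% in these data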;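 also: 0% = plate median of compound wells and 100% = S159A mutant with DMSO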
Target sequence (Q8VD66 whole entry, looked up): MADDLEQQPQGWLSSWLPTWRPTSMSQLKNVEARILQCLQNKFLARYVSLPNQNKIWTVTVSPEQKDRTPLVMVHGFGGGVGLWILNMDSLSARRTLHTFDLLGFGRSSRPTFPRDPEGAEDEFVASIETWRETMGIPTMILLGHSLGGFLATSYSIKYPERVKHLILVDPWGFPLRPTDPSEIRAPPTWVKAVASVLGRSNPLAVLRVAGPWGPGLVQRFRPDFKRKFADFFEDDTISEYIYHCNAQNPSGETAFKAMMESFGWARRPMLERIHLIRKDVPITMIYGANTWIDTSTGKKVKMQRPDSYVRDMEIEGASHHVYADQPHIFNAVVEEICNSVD
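Doses – 8.92 µM, single dose · Material – wild-type mouse ABHD4 protein · Replication – single well per compound (singlicate) · Measure – percent inhibition of probe binding, normalized to plate controls · Schedule – 45 min compound pre-incubation plus 60 min probe step, 25 °C · Detection – fluorescence polarization with parallel and perpendicular emission, 525/598 nm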
HTRA1 inhibitor: HTRA1 serine protease inhibitors, primary screen, biochemical, fluorescence polarization, HTS; Q92743; recombinant HTRA1, FP-rhodamine activity-based probe; inhibition, % at 5.96 µM; 0.5% of 340,000 active; AID 504803, 2011; in the data active = inhibition above about 36%;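 also: 0% = enzyme with DMSO and 100% = wells lacking enzyme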
LEDGF integ inh: blockers of LEDGF/p75-dependent integrase strand transfer – biochemical, TR-FRET, high throughput, primary screen. HIV-1 integrase (with human LEDGF/p75). TR-FRET IN-LEDGF/p75 DNA integration, Eu/Cy5. inhibition, % at 3.7 µM. 0.64% of 370,000 active. AID 743269, 2014;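 active = inhibition above the screen-wide mean plus 3 SD, cut at about 13% in these data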;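 also: signal is the Cy5 over europium emission ratio at 671 and 618 nm; 0% = plate median of compound wells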
TDP2 inh: human TDP2 enzyme inhibitors, primary screen, biochemical, epi absorbance, recombinant enzyme | T5PNP hydrolysis, p-nitrophenol absorbance 415 nm | inhibition, % at 12.8 µM | 0.34% of 370,000 active | AID 720702, 2013;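 active = inhibition above the mean of all tested compounds plus 3 SD, set per campaign, cut at about 25% in these data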;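 also: 0% = DMSO with enzyme and 100% = buffer with substrate but no TDP2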
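System – recombinant human TDP2 · Amount – 120 nM TDP2 per well · Buffer or medium – Mg2+-containing Tris-HCl buffer, pH 7.5 · Reagent – T5PNP substrate, 5 mM · Dosing – 12.8 µM single point, 1% DMSO · Incubation – 2 h at 37 °C · Measured by – epi absorbance · Read-out basis – percent inhibition · Benchmarks – high control without enzyme, low control DMSO plus TDP2 · Repeats – singlicate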
PRMT1 FP inh: PRMT1 methyltransferase inhibitors, primary screen, biochemical, fluorescence polarization; recombinant PRMT1, activity-based probe fluorescence polarization; inhibition, % at 2.79 µM; Protein arginine N-methyltransferase 1 (Homo sapiens), Q99873; 1.3% of 370,000 active; AID 652257, 2013;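 active = inhibition above about 21% made by adding two undisclosed values, limit read from the data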
SIAE primary: human SIAE inhibitors, primary screen, biochemical, fluorescence polarization, FP-Rh probe, 1536-well HTS | Sialate O-acetylesterase (Homo sapiens), Q9HAT2 | SIAE FP-Rh probe binding | inhibition, % at 9.66 µM | 0.69% of 370,000 active | AID 1053197, 2014;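 active = inhibition above a cutoff: mean of compounds within the control limits plus 3 SD of those, cut at about 17% in these data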;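 also: 0% = plate median of compound wells and 100% = probe without SIAE protein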
PG9 binder: binders of HIV-1 gp120 antibody PG9, primary screen, biochemical, TR-FRET; HIV-1 gp120 / PG9 antibody interaction; TR-FRET gp120-PG9 antibody binding; inhibition, % at 6.7 µM; 0.43% of 360,000 active; AID 624416, 2012; in the data active = inhibition above about 8.5%
DDE Tn7 FP inh: inhibitors of Tn7 peptide binding to fibrin DD(E), primary screen, biochemical, fluorescence polarization, human fibrin, Tn7 probe. Fibrinogen beta chain (Homo sapiens), P02675. FP displacement of FITC-Tn7 peptide from fibrin DD(E); 0% = median of compound wells per plate. inhibition, % at 8.3 µM. 0.13% of 370,000 active;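 active = inhibition above the mean of compounds falling within the control limits plus 3 SD of them, cut at about 14% in these data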;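 also: 0% = plate median of compound wells and 100% = 10 µM Aha-Tn7 peptide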
Target sequence (P02675 whole entry, looked up): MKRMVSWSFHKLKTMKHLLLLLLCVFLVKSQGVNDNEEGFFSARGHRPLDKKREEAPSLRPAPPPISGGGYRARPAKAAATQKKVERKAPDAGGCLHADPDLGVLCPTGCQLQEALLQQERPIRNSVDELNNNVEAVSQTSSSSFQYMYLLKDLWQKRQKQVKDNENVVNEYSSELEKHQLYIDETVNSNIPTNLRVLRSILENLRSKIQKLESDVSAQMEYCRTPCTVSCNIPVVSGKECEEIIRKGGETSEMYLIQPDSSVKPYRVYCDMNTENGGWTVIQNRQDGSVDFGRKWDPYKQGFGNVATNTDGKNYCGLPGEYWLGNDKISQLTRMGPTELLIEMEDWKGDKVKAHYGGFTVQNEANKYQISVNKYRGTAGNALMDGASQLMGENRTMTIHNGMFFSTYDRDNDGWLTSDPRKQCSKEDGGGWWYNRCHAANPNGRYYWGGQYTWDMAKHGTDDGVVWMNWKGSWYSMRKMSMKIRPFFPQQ
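Assay system: Human clot-derived fibrin DD(E) complex | Buffer or medium: Tris/NaCl/CaCl2 buffer, pH 7.8 | Repeats: One replicate per compound | Benchmarks: Aha-Tn7 high control | Measure: % inhibition scaled between sample-field median and high-control FP | Schedule: 10 min plus 3 h, room temperature | Signal: Fluorescence polarization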
TCR-CD3 inh: inhibitors of human TCR-CD3 interaction, primary screen, biochemical, fluorescence, TAMRA-labeled TCR probe; inhibition, % at 9.4 µM; T-cell receptor (TCR); AID 651800, 2012; 0.37% of 360,000 active; in the data active = inhibition above about 19%;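 also: recombinant mutant TCR 2C K166C tagged with TAMRA read by polarization; 0% = receptor in buffer alone and 100% = receptor with positive control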
* marks the source's active call; other numbers are inactive results.

c1cncc(-c2csc(-c3cccnc3)n2)c1 was read as UHRF1 MBD2 ctr -5.9, mABHD4 FP 6.2, HTRA1 inhibitor 0.3, LEDGF integ inh 0.5, TDP2 inh 13.3, PRMT1 FP inh -2.3, SIAE primary 13.3, PG9 binder -2.6, DDE Tn7 FP inh -7.6 and TCR-CD3 inh 4.2.
Screening O=C(NC1CCN(Cc2ccccc2)CC1)C1CCN(S(=O)(=O)c2ccc(Cl)cc2)CC1 returned UHRF1 MBD2 ctr -0.5, mABHD4 FP -0.2, HTRA1 inhibitor 3.5, LEDGF integ inh 1.5, TDP2 inh 2.9, PRMT1 FP inh -4.6, SIAE primary 5.1, PG9 binder -1.6, DDE Tn7 FP inh -1.1 and TCR-CD3 inh 2.9.
`CCCCC(=O)N(C)c1c(CC)nc2c(OCC(=O)N(C)C)cccn12` gave UHRF1 MBD2 ctr -2.3, mABHD4 FP -14.8, LEDGF integ inh 2.1, TDP2 inh 5.0, PRMT1 FP inh -4.3, SIAE primary -19.6, PG9 binder -0.1, DDE Tn7 FP inh 1.9 and TCR-CD3 inh -2.0.
CCS(=O)(=O)c1ccc(O)c(NC(=O)Nc2ccc(C(C)(C)C)cc2)c1 was read as UHRF1 MBD2 ctr -0.3, mABHD4 FP 2.7, HTRA1 inhibitor 2.6, LEDGF integ inh -6.1, TDP2 inh -8.8, PRMT1 FP inh 1.8, SIAE primary 5.2, PG9 binder -1.0, DDE Tn7 FP inh 2.9 and TCR-CD3 inh -4.9.
`CCOC(=O)c1c(NC(=O)Cc2ccccc2)sc2c1CCN(C)C2` gave UHRF1 MBD2 ctr 0.8, mABHD4 FP 1.6, HTRA1 inhibitor -1.4, LEDGF integ inh -0.2, TDP2 inh 1.3, PRMT1 FP inh 1.1, SIAE primary -0.9, PG9 binder -2.4, DDE Tn7 FP inh 2.3 and TCR-CD3 inh -1.6.
COc1ncccc1C(=O)N1CCCC(C(=O)c2cccc(OC(C)C)c2)C1 (centres undefined) was read as UHRF1 MBD2 ctr 0.7, mABHD4 FP 2.1, HTRA1 inhibitor -2.1, LEDGF integ inh -0.7, TDP2 inh -2.2, PRMT1 FP inh 2.6, SIAE primary 8.0, PG9 binder 1.9, DDE Tn7 FP inh -5.5 and TCR-CD3 inh -4.8.
N#Cc1cc(Oc2ccccc2)c(-n2nnc3ccccc32)cc1C#N was read as UHRF1 MBD2 ctr 4.4, mABHD4 FP -11.1, HTRA1 inhibitor -2.8, LEDGF integ inh -1.8, TDP2 inh -16.5, PRMT1 FP inh 2.3, SIAE primary 0.8, PG9 binder -0.8, DDE Tn7 FP inh 2.2 and TCR-CD3 inh -2.0.
Screening Cc1cc(C)cc(C(=O)OCC(=O)NCC(F)(F)F)c1 returned UHRF1 MBD2 ctr 7.2, mABHD4 FP 2.3, HTRA1 inhibitor 2.1, LEDGF integ inh -2.5, TDP2 inh 5.0, PRMT1 FP inh -0.6, SIAE primary 4.9, PG9 binder -1.2, DDE Tn7 FP inh -1.2 and TCR-CD3 inh 1.2.
Screening COc1ccc2[nH]c3c(c2c1)CCN1C(=O)C(CC(=O)NCc2cccc(C(F)(F)F)c2)C[C@H](C(=O)N2CCOCC2)[C@@]31C (some centres undefined) returned UHRF1 MBD2 ctr 17.3, mABHD4 FP -2.2, HTRA1 inhibitor -0.3, LEDGF integ inh 3.4, TDP2 inh -0.9, PRMT1 FP inh 1.0, SIAE primary -2.9, PG9 binder 0.9, DDE Tn7 FP inh -3.3 and TCR-CD3 inh 4.4.
For O=C(Cc1ccc(S(=O)(=O)N2CCCC2)s1)N1CCN(c2ccccc2)CC1 the results were UHRF1 MBD2 ctr 0.3, mABHD4 FP -2.5, HTRA1 inhibitor -2.1, LEDGF integ inh 1.1, TDP2 inh -0.5, PRMT1 FP inh 0.2, SIAE primary 6.9, PG9 binder -2.3, DDE Tn7 FP inh 3.1 and TCR-CD3 inh 3.4.
For COc1ccc(Cl)cc1NC(=O)CN(C)C(=O)c1ccc2n[nH]nc2c1 the results were UHRF1 MBD2 ctr 2.6, mABHD4 FP 2.8, HTRA1 inhibitor 4.9, LEDGF integ inh -3.9, TDP2 inh 2.4, PRMT1 FP inh 0.0, SIAE primary 0.2, PG9 binder 0.7, DDE Tn7 FP inh 3.3 and TCR-CD3 inh -1.7.
CCCCn1c(SCc2ccc(C(=O)OC)o2)nc2cc(S(N)(=O)=O)ccc21 was read as UHRF1 MBD2 ctr 2.9, mABHD4 FP -9.7, HTRA1 inhibitor -8.1, LEDGF integ inh 7.0, TDP2 inh -7.2, PRMT1 FP inh 12.1, SIAE primary 3.3, PG9 binder -3.2, DDE Tn7 FP inh 0.7 and TCR-CD3 inh 3.3.
For CC(C)=CCc1c2c(c3occ(-c4ccc(O)cc4)c(=O)c3c1O)C=CC(C)(C)O2 the results were UHRF1 MBD2 ctr -3.2, mABHD4 FP -16.8, HTRA1 inhibitor -8.1, LEDGF integ inh 3.6, TDP2 inh -6.2, PRMT1 FP inh 1.3, SIAE primary -11.8, PG9 binder 1.1, DDE Tn7 FP inh -2.0 and TCR-CD3 inh 2.2.
Screening Cc1cccc(NC(=S)N(CCN(C)C)C(C)c2cccnc2)c1 (centres undefined) returned UHRF1 MBD2 ctr 6.7, mABHD4 FP -2.6, HTRA1 inhibitor 9.6, LEDGF integ inh -1.7, TDP2 inh -14.9, PRMT1 FP inh 7.7, SIAE primary 3.0, PG9 binder 0.5, DDE Tn7 FP inh -3.4 and TCR-CD3 inh 5.5.
For CC(=O)Nc1ccc(S(=O)(=O)NC(C)C(=O)OCCOc2ccc(F)cc2)cc1 (centres undefined) the results were UHRF1 MBD2 ctr -0.3, mABHD4 FP -3.5, HTRA1 inhibitor -5.7, LEDGF integ inh 4.8, TDP2 inh 3.5, PRMT1 FP inh -2.3, SIAE primary -1.0, PG9 binder -0.5, DDE Tn7 FP inh -1.9 and TCR-CD3 inh -0.9.
Screening O=C(Cc1ccccc1)NC1CCCc2c1cnn2-c1ccc(F)cc1F (centres undefined) returned UHRF1 MBD2 ctr 7.4, mABHD4 FP 4.8, LEDGF integ inh -5.8, TDP2 inh 2.5, PRMT1 FP inh 3.1, SIAE primary -3.9 and DDE Tn7 FP inh 2.9.
For Cn1c(Cc2ccccc2)nnc1SCC(=O)c1ccc(Br)s1 the results were UHRF1 MBD2 ctr 5.3, mABHD4 FP 3.0, HTRA1 inhibitor -5.1, LEDGF integ inh 1.6, TDP2 inh -15.3, PRMT1 FP inh 9.1, SIAE primary -1.8, PG9 binder 0.3, DDE Tn7 FP inh -5.9 and TCR-CD3 inh 4.8.
`Cc1ccccc1S(=O)(=O)NC(=O)C1(C)CCN1C(=O)CC(c1ccccc1)c1ccccc1` (centres undefined) gave UHRF1 MBD2 ctr -0.5, mABHD4 FP 3.6, LEDGF integ inh 1.2, TDP2 inh 0.6, PRMT1 FP inh 0.8, SIAE primary -2.1, PG9 binder 0.4, DDE Tn7 FP inh 2.5 and TCR-CD3 inh 0.8.
`Cc1ccc(SCc2ccc(C(=O)Nc3nccs3)o2)cc1` gave UHRF1 MBD2 ctr -0.3, mABHD4 FP -2.9, HTRA1 inhibitor -20.6, LEDGF integ inh -3.6, TDP2 inh -11.4, PRMT1 FP inh 3.6, SIAE primary -2.3, PG9 binder -2.0, DDE Tn7 FP inh -2.2 and TCR-CD3 inh -4.1.
For C[C@@H]1CN([C@@H](C)CO)C(=O)CCCn2cc(nn2)CO[C@H]1CN(C)S(=O)(=O)c1ccccc1 the results were UHRF1 MBD2 ctr -0.2, mABHD4 FP -3.7, HTRA1 inhibitor -3.2, LEDGF integ inh -3.0, TDP2 inh -5.7, PRMT1 FP inh 2.9, SIAE primary -0.8, PG9 binder 0.1, DDE Tn7 FP inh -0.8 and TCR-CD3 inh -1.0.
`COP(=O)(O)C(COCCC(CC(C)C)NC(=O)OCc1ccccc1[N+](=O)[O-])NC(=O)OCc1ccccc1` (centres undefined) gave UHRF1 MBD2 ctr 0.1, mABHD4 FP -1.1, LEDGF integ inh 3.6, TDP2 inh 4.4, PRMT1 FP inh 1.4, SIAE primary 0.7 and DDE Tn7 FP inh 12.8.
COc1ccccc1-c1cn[nH]c1-c1ccc(OCc2ccccc2F)cc1O was read as UHRF1 MBD2 ctr 1.9, mABHD4 FP -18.6, HTRA1 inhibitor -7.7, LEDGF integ inh -4.3, TDP2 inh -8.5, PRMT1 FP inh -2.6, SIAE primary -5.2, PG9 binder 0.7, DDE Tn7 FP inh 2.0 and TCR-CD3 inh -3.6.
For Cc1cc(S(=O)(=O)Nc2ccccc2C)ccc1F the results were UHRF1 MBD2 ctr -0.8, mABHD4 FP -5.1, HTRA1 inhibitor -6.6, LEDGF integ inh -0.5, TDP2 inh 5.4, PRMT1 FP inh -1.1, SIAE primary 1.8, PG9 binder -0.3, DDE Tn7 FP inh -0.8 and TCR-CD3 inh -3.5.
For Cc1cc(C)nc(/N=C(\N)Nc2ccc3c(c2)OCCO3)n1 the results were UHRF1 MBD2 ctr 5.5, mABHD4 FP 6.8, HTRA1 inhibitor -2.4, LEDGF integ inh 3.9, TDP2 inh 5.0, PRMT1 FP inh -3.0, SIAE primary 17.9*, PG9 binder 1.5, DDE Tn7 FP inh 5.3 and TCR-CD3 inh -6.4.
Cc1ccc2c(CC(=O)O)coc2c1 was read as UHRF1 MBD2 ctr 0.0, mABHD4 FP 0.7, HTRA1 inhibitor 0.6, LEDGF integ inh -0.8, TDP2 inh 3.1, PRMT1 FP inh 1.9, SIAE primary -9.6, PG9 binder -0.9, DDE Tn7 FP inh 4.4 and TCR-CD3 inh 10.3.

Source: PubChem (The Scripps Research Institute Molecular Screening Center)
